Screens deposited in PubChem BioAssay by National Center for Advancing Translational Sciences (NCATS).
Nrf2 ARE act: Nrf2 pathway activation | AREc32 ARE-luciferase reporter (MCF7-derived line), luminescence, 24 h | AID 624171 | 410,000 compounds, 0.31% hits | Potency, µM (titrated, usually from 46.1 µM), without a hit: at the highest dose activation, actives largely listed as activators; further: potency means the concentration at half of the fitted maximal effect; % of control where 0% means no effect; nearly all actives have a fitted effect of over 65% in size
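AREc32 cells carrying an ARE-driven firefly luciferase reporter were seeded at 1000 cells/well in OPTI-MEM with 5% FBS, then exposed to compound for 24 hr at 37 deg C. Luminescence was read with Steady-Glo after 30 min at RT.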
TGFb inhibitor: inhibitors of TGF-b signaling. Potency, µM (doses to about 46.1 µM), for the others: at the highest dose activity, negative = inhibition, most hits filed as inhibitors. AID 588855. 410,000 compounds, 1.2% hits. HepG2 CAGA-GFP TGF-b/SMAD3 reporter, GFP fluorescence, 18 h; TGF-beta stimulated, 500 pg/mL final; further: potency means the concentration at half of the fitted maximal effect; on the % scale 0 is the no-effect control and ±100 the full control effect; nearly all actives have a fitted effect of over 65% in size
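HEPG2 CAGA-GFP cells (1000/well, DMEM with 1% FBS) were pre-incubated 2 h at 37 degrees C, given compound by pin tool, then stimulated with TGF-beta at 500 pg/mL final for 18 h before per-cell GFP fluorescence imaging.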
Nrf2 inh: blocks Nrf2 signaling. A549 ARE-Fluc reporter, luciferase luminescence, 18-24 h. Potency, µM (titrated, usually from 46 µM), for inactives: at the top dose activity change, negative = inhibition, actives largely listed as inhibitors. 360,000 compounds, 2.1% hits; further: potency means the concentration at half of the fitted maximal effect; on the % scale 0 is the no-effect control and ±100 the full control effect; nearly all actives have a fitted effect of over 60% in size
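Reporter: ARE-Fluc in A549. Exposure: 18-24 h, 37 °C, 5% CO2, 5% FBS OPTI-MEM. Readouts: fluorescent cytotoxicity (CellTiter-Fluor), then luminescent Nrf2 signal after BugLite.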
A549 viability: A549 cytotoxicity, counter-screen for Nrf2 inhibitors. Potency, µM (top dose mostly 46 µM), for the others: at the top dose activity change, negative = cytotoxicity, usual class: inhibitors. AID 504648. A549 ARE-Fluc cells, CellTiter-Fluor viability, 18-24 h. 390,000 compounds, 0.16% hits; further: potency means the concentration at half of the fitted maximal effect; on the % scale 0 is the no-effect control and ±100 the full control effect
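Cytotoxicity counterscreen: CellTiter-Fluor fluorescence was measured in A549 ARE_Fluc cells after 18-24 h of compound exposure in a concentration series. The subsequent BugLite luminescent read reports ARE-luciferase activity.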
EPAC2 antag: blocks human EPAC2 exchange factor; Q8WZA2; Potency, µM (highest dose often 114 µM), for the others: at the highest dose activity, negative = inhibition, actives largely listed as inhibitors; 360,000 compounds, 0.18% hits; EPAC2 GEF exchange of Rap1B-BODIPY-GDP, fluorescence; AID 720708; further: potency means the concentration at half of the fitted maximal effect; on the % scale 0 is the no-effect control and ±100 the full control effect; nearly all actives have a fitted effect of over 45% in size; many of its hits are not listed in these tables
Target sequence (Q8WZA2 whole entry, looked up): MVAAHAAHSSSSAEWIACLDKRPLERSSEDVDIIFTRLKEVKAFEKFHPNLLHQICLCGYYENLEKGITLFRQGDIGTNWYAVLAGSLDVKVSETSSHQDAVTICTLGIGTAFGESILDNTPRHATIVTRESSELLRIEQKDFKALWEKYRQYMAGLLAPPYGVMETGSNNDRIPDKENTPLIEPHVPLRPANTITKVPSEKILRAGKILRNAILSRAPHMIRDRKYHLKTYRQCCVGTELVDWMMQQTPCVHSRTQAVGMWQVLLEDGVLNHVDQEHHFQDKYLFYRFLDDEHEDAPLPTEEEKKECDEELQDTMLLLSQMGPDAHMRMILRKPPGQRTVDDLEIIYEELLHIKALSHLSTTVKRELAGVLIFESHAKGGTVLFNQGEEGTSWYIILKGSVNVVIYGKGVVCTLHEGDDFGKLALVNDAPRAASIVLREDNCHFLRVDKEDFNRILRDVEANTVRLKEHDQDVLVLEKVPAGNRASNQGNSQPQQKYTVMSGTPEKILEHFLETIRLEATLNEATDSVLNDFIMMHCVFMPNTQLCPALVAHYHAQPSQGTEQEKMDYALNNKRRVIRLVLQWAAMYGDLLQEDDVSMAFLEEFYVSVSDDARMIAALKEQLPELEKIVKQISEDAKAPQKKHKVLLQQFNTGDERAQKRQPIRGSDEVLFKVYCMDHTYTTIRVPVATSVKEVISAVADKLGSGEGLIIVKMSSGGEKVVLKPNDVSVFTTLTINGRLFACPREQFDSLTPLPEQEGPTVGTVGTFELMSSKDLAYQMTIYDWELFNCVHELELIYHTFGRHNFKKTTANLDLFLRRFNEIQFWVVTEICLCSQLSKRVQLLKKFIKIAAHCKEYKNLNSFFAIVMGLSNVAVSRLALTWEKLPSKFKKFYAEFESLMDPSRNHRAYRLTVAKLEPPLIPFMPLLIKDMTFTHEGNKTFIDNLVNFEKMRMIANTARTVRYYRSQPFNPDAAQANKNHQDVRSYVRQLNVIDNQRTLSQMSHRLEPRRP
MmCpn inh: M. maripaludis TRiC chaperonin inhibition; purified Mm-Cpn ATPase, ADP Transcreener TR-FRET; Potency, µM (doses to about 76.9 µM), inactives show at the top dose activity, negative = inhibition, actives largely listed as inhibitors; 330,000 compounds, 0.031% hits; AID 504842; further: potency means the concentration at half of the fitted maximal effect; on the % scale 0 is the no-effect control and ±100 the full control effect; nearly all actives have a fitted effect of over 80% in size
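ATPase read-out: TR-FRET ADP immunoassay (anti-ADP Eu cryptate vs ADP-d2), ex 320 nm, em 590/665 nm; signal drops as ADP forms. Enzyme 25 nM, ATP 10 uM, 30 min at 37°C after 10 min compound preincubation.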
pAkt inh: Akt phosphorylation inhibition. Neuro2A IGF-stimulated pAkt S473 HTRF, 20 min; stronger effect = lower value. activity change, % for hits at 50 µM. 360,000 compounds, 0.32% hits; in the data active means activity change below about -80%; inconclusive means mostly about -51% to -80%; further: on the % scale 0 is the no-effect control and ±100 the full control effect
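Neuro2A cells in DMEM with 0.5% FBS, overnight at 37 deg C, given compound at single 50 µM final, then IGF (6 nM final) for 20 min at 37 deg C. Lysed; phospho-Akt Ser473 by HTRF after 24 h, 665/615 ratio.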
EPAC2 ag: agonists of human EPAC2 (RAPGEF4); Q8WZA2; EPAC2 activation, biochemical qHTS; response scale: 100% = 6.5 mM cAMP response; Potency, µM (series often up to 154 µM), for inactives: at the highest dose activation, usual class: activators; 360,000 compounds, 0.079% hits; AID 720711; further: potency means the concentration at half of the fitted maximal effect; nearly all actives have a fitted effect of over 50% in size
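Fluorescence exchange assay: 100 nM EPAC2 with 250 nM RAP1B-BODIPY-GDP and 50 uM GDP; compounds tested as a concentration-titration series (qHTS). Loss of Rap1-bound BODIPY-GDP fluorescence read at 480/540 nm; data normalized to 6.5 mM cAMP.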
CCT chaperon mod: changes cytosolic chaperonin activity. purified chaperonin ATPase assay, HTRF ADP detection, 30 min. activity change, % (test concentration not listed), hits read low. 360,000 compounds, 0.3% hits. AID 651819; in the data active means activity change below about -30%; further: on the % scale 0 is the no-effect control and ±100 the full control effect
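First, chaperonin was dispensed at 40 nM or 20 nM final depending on batch activity. Next, compounds were pinned at 76 uM and ATP added at 10 uM. After 30 min at 37 °C, ADP detection reagents ran 30 min at ambient temperature.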
Numbers without * were called inactive; i = inactive; u = inconclusive; x = not tested or not shown; & = joins results of further samples; [ ] = remark or other dose. Unless noted, the call rests on the fitted dose curve; in most records, active means well fitted curve in the direction sought with a large enough effect; inconclusive means small, poorly fitted or top-dose-only effect, or another doubt; inactive means no such curve, though single readings can be large; an effect the other way counts as inactive or inconclusive.

SMILES	Nrf2 ARE act	TGFb inhibitor	Nrf2 inh	A549 viability	EPAC2 antag	MmCpn inh	pAkt inh	EPAC2 ag	CCT chaperon mod
CC1CCCCN1C(=O)COC(=O)c1n[nH]c2ccccc12 (stereo not given)	-0.6%	-6%	u	-1%	-20%	2%	x	-1%[15.6 µM]	0.8
COc1ccc2nc(-n3c(C)ccc3C)sc2c1	4.1%	3%	u	-4%	-13%	1%	i	8%	0.6
CCN(CC)S(=O)(=O)c1ccc(C(=O)Nc2nnc(C(C)C)s2)cc1	3.1%	-8%	-29%	3%	6%	-1%	i	3%	-0.9
COc1ccc(C(=O)Oc2c(OC)cc(C(=S)N3CCOCC3)cc2OC)cc1OC	4.0%	-1%	u	11%	-6%	-5%	i	5%	-0.7
CC(=O)NS(=O)(=O)c1ccc(N=c2ssc3c2-c2cc(C)ccc2NC3(C)C)cc1	2.2%	-2%	4%	-13%	-13%	-1%	i	7%	1.9
Cc1ccc(OCC(=O)N2CCN(C(=O)CCC3CCCC3)CC2)cc1	2.8%	-5%	x	-2%	4%	0%	i	7%	-76*
O=C(O)Cn1cnc2scc(-c3cccs3)c2c1=O	0.2%	0%	0%	0%	6%	-7%	i	1%	-5.4
COc1ccc(CCC(=O)NCc2ccccc2OC)cc1	-0.3%	13%	14%	3%	7%	-1%	i	-4%	1.4
Cc1ccccc1-c1nc(-c2ccc(NC(=O)c3ccc4c(c3)OCO4)cc2)no1	0.4%	u	u	-14%	18%	-3%	x	-9%	0.5
CNCCOc1ccccc1-c1ccccc1	0.1%	2%	3%	0%	0%	-1%	i	6%	-3.2
C=C(C1=CCN(S(=O)(=O)C(C)(C)C)[C@@H]1CCO)c1ccccc1	5.3%	-33%	5%	5%	9%	x	i	-5%	0.0
O=C(Nc1cccc(-n2cnnn2)c1)c1ccoc1COc1ccc(Cl)cc1	1.9%	9%	-18%	-2%	-10%	-7%	i	-1%	-1.8
Cc1ccc2occ(CC(=O)N(Cc3ccc(Cl)cc3)C3CCS(=O)(=O)C3)c2c1 (stereo not given)	7.0%	u	u	-22%	x	x	x	x	x
COc1cccc(CC(=O)NNC(=O)c2ccc3c(c2)OCO3)c1	-0.1%	5%	-1%	-4%	0%	1%	i	10%	-0.3
Cn1c(=O)[nH]c(=O)c2c1nc(Sc1ccccc1)n2CCc1ccccc1	-0.8%	6%	-2%	-9%	-16%	-1%	i	0%	-1.3
O=C(COc1ccccc1)NCC(=O)N/N=C/c1cccs1	-0.5%	u	-16%	0%	-2%	-8%	i	-1%	-4.9
O=C(CSc1nc(O)c(Cc2ccccc2)c(=O)n1-c1ccccc1)N1CCOCC1	-0.4%	5%	-2%	2%	12%	0%	x	-84%[inhibitor][15.6 µM]	-3.9
O=C(CNc1ccccc1OC(F)F)N1CCc2ccccc21	5.7%	1%	u	-1%	2%	-5%	i	4%	-2.8
CC(=O)c1cccc(NC(=O)C(C)OC(=O)CCCN=C2NS(=O)(=O)c3ccccc32)c1 (stereo not given)	0.6%	0%	10%	10%	20%	1%	i	11%	0.2
COc1ccccc1C(=O)N/C(=C\c1cn(S(=O)(=O)N(C)C)c2ccccc12)C(=O)NCCCn1ccnc1	0.2%	-14%	0%	-4%	x	x	x	x	x
Cc1ccc(-n2c(N)cc(=O)nc2SCC(=O)N2CCN(c3ccccc3)CC2)cc1C	-0.8%	-19%	14%	1%	-8%	1%	i	-2%	-4.4
CC(=O)Oc1ccc(Oc2ccc(-c3noc(C)n3)cc2)cc1	-0.2%	u	-22%	-13%	5%	1%	i	0%	-0.7
COCc1ccc(C(=O)NC2CCCN(Cc3ccccc3F)C2)o1 (stereo not given)	0.1%	-20%	-1%	0%	2%	-1%	i	2%	-2.7
COc1ccc(NC(=O)Cn2c(=O)n(Cc3ccccc3OC)c(=O)c3cccnc32)cc1Cl	-0.4%	20%	-8%	0%	x	x	x	x	x
C[Si](C)(C)n1ccnc1	-0.8%	19%	2%	-8%	1%	-1%	i	3%	-2.8

New compounds follow
SMILES	Nrf2 ARE act	TGFb inhibitor	Nrf2 inh	A549 viability	EPAC2 antag	MmCpn inh	pAkt inh	EPAC2 ag	CCT chaperon mod
Cc1ccsc1C(=O)NCCc1ccco1	4.9%	2%	u	-2%	12%	0%	i	2%	-1.6
CC(C)(C)/C(O)=C/c1nc2ccccc2oc1=O	u	-2%	-9%	-18%	1%	-9%	i	3%	1.2
COc1ccc(NC(=S)N2CCC(C(=O)c3ccc(OC)cc3)CC2)cc1	4.6%	-7%	u	2%	-2%	1%	i	4%	-3.4
O=C(/C=C/Nc1ccc(S(=O)(=O)Nc2cnc3ccccc3n2)cc1)c1cccnc1	-0.3%	-13%	-33%	-27%	23%	-2%	i	5%	-0.3
Cc1ccc(CNC(=O)c2ccc(F)c(S(=O)(=O)N3CCOCC3)c2)cc1	0.2%	-4%	-6%	6%	-2%	0%	i	9%	-4.2
COC(=O)CNC(=O)COC(=O)/C=C/c1cccs1	8.1%	-11%	8%	-8%	1%	1%	i	-1%	-0.9
CN[C@H]1CCc2cc(OC)c(OC)c(OC)c2-c2ccc(N(C)CC(OC)OC)c(=O)cc21	-2.4%	u	10%	-27%	-7%	-3%	i	9%	-1.2
O=C(OCc1nc2ccc(Cl)cc2n1CCO)c1ccc(O)cc1	-0.2%	0%	-3%	11%	2%	3%	i	2%	0.8
CCOC(=O)c1cc(-c2ccc(/C=C3/C(=O)N(c4ccc(C(=O)O)cc4)N=C3C)o2)ccc1Cl	u	-23%	0%	1%	3%	-1%	i	2%	-1.8
COc1ccc(Cc2nnc(NC(=O)CSc3ccc(C)cc3)s2)cc1OC	2.5%	11%	-5%	-9%	1%	0%	i	6%	-2.4
COc1cc(CCN(C(=O)c2cc3ccccc3[nH]2)C(C)c2nc3ccccc3[nH]2)cc(OC)c1 (stereo not given)	6.4%	u	x	x	3%	x	i	4%	-0.9
COCc1cc(Sc2ccc(Cl)cc2)nc(C)n1	0.5%	-1%	-4%	2%	-11%	2%	i	-5%	-0.3
O=C(NCCCc1nc2ccccc2n1Cc1ccc(Cl)cc1Cl)c1ccco1	9.2%	u	4%	1%	x	x	x	x	x
CCOC(=O)c1sc(=NC(=O)CCSc2ccccc2)n(C)c1C	3.3%	19%	u	-1%	-2%	0%	i	3%	-0.4
O=[N+]([O-])c1ccc(CN2CCN(c3ccccc3)CC2)o1	-1.5%[9.22 µM]	-9%	u	4%	15%	1%	i	9%	-0.4
CCOc1ccc(NC(=O)N(C2CCCCC2)C(C)c2ccncc2)cc1 (stereo not given)	-0.8%	2%	-5%	4%	2%	-1%	i	4%	-0.3
COc1ccc(N2CCN(CC(=O)Nc3ccc(-n4cnnn4)cc3)CC2)cc1	0.4%	20%	-1%	12%	13%	1%	i	0%	-2.3
CC(C)C[C@@H](CO)N1CCN(CCc2ccccc2)CCC1=O	0.4%	-2%&6%	-19%	1%	8%	2%	i	-3%	-0.6
COc1cc(C=C(c2nc3ccccc3s2)c2nc3ccccc3s2)ccc1O	u	u	u	-1%	-11%	-5%	i	1%	-1.0
CCNC(=O)N1CCOCC1	0.0%	-6%	-9%	0%	-4%	2%	i	11%	3.3
Cc1c(/C=N/n2cnnc2)c2ccccc2n1CCOc1ccc(Cl)cc1	0.3%	-2%	u	u	-6%[57.1 µM]	0%	i	10%	-1.0
CC(=O)N1CCc2cc(S(=O)(=O)NC(C)c3ccccc3)ccc21 (stereo not given)	0.3%	0%	u	3%	2%	1%	i	-3%	-0.9
CCC(C)Sc1cc(-c2nc3ccccn3c2NC2CCCCC2)ccc1OC (stereo not given)	-3.1%&-1.9%	u	u	u	-18%&-22%	0%	i	3%&14%	1.8&1.1
Cc1c(/C(Cc2ccccc2)=N/O)c2ccccc2n1C	-0.3%	0%	11%	1%	-1%	0%	i	-3%	-1.5
Cc1ccc(/C(N)=N/OC(=O)c2ccc(F)cc2)cc1	8.1%	-33%	u	-11%	0%	-1%	i	-1%	-1.5

Next compounds
SMILES	Nrf2 ARE act	TGFb inhibitor	Nrf2 inh	A549 viability	EPAC2 antag	MmCpn inh	pAkt inh	EPAC2 ag	CCT chaperon mod
O=C1CCC(=O)N(O)CCCCCNC(=O)CCC(=O)N(O)CCCCCNC(=O)CCC(=O)N(O)CCCCCN1	-0.4%	39%[activator]	u	-2%	16%	2%	i	2%	-3.7
Nc1ccc(S(N)(=O)=O)cc1N	4.0%	18%	-8%	-5%	2%	-2%	i	12%	-1.4
Cc1ccccc1OCCN1C(=O)NC2(CCCc3ccccc32)C1=O (stereo not given)	-0.2%	8%	x	3%	-9%	1%	i	2%	-1.7
OC(c1ccc(F)cc1)c1nc(-c2ccoc2)cs1 (stereo not given)	26%	24%	x	x	-12%	x	i	12%	1.2
CCCc1ccc(OCc2ccc(C(=O)Nc3cccc(C)n3)o2)c(OC)c1	5.9%	1%	-15%	-13%	3%	1%	i	-9%	-0.8
O=C(Cn1cc(SCc2cccc(F)c2)c2ccccc21)N1CCOCC1	6.8%	-16%	u	0%	x	x	x	x	x
N#Cc1ccccc1OCC(=O)NC(=O)NCc1ccco1	20%	-1%	u	-8%	6%	-3%	i	1%	0.1

These rows are one share of the data. The share of hits here may be higher or lower than overall.
